D1 PAM = enhances dopamine response at the human D1 receptor | P21728 | HEK293 TREx D1 cells, calcium flux, dopamine EC20 potentiation | potentiation, % at 10 µM | 360,000 tested, 0.036% active | AID 504651; in the data active = potentiation above about 30%; note: 0% is about no effect
Target sequence (P21728 whole entry, looked up): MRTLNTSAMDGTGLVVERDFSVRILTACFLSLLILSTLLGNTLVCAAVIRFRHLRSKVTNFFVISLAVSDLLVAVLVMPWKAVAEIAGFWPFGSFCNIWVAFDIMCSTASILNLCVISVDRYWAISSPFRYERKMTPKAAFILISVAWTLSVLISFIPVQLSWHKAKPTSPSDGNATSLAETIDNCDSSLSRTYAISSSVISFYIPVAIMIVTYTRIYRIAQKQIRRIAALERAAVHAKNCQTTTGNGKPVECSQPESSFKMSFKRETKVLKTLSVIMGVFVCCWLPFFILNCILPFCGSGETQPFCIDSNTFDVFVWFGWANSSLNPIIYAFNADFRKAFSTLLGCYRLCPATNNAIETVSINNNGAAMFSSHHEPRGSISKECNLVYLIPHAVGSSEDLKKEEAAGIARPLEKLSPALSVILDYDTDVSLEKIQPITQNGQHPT
D1 antagonist = blocks dopamine activation of the human D1 receptor; P21728; HEK293 TREx D1 cells, calcium flux, dopamine EC80; hits give low values; activity change, negative = inhibition, % at 10 µM; 360,000 tested, 3.2% active; AID 504652; in the data active = activity change below about -30%; note: % is set by controls: 0 for no effect and ±100 for the full control effect
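Kinetic fluorescence of a calcium dye serves as the read-out. D1-expressing Hek293 Trex cells, induced overnight at 30 C, are exposed to compound for 180 s before an EC80 dopamine addition, then read 180 s further.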
TRHR PAM = TRH receptor (human) allosteric enhancement. P34981. enhancement, % at 2 µM. 360,000 tested, 0.66% active. TRHR cells, fluo-8 calcium fluorescence, EC20 TRH enhancement; in the data active = enhancement above about 30%; note: 0% is about no effect
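TRHR-expressing cells loaded with fluo-8 calcium dye were read kinetically (ex 480/em 530) during compound addition, then stimulated with an EC20 of TRH (10 nM final). Enhancement of the Gq-mediated intracellular calcium response was scored.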
RXFP1 antag = antagonists of human relaxin receptor RXFP1; Q9HBX9; HEK293-RXFP1, relaxin-stimulated cAMP HTRF, 30 min; hits give low values; activity change, negative = inhibition, % at 57.5 µM; 350,000 tested, 0.59% active;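 active = activity change of -60% or lower, but not beyond a set lower limit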; note: % is set by controls: 0 for no effect and ±100 for the full control effect
D2 PAM = D2 dopamine receptor (human) potentiation | HEK293 T-REx D2, calcium flux, EC20 dopamine potentiation | P14416 | AID 485347 | 340,000 tested, 0.34% active | potentiation, % at 10 µM;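 active = potentiation over 3 SD above the plate norm, cut at about 30% in these data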; note: 0% is about no effect
Target sequence (P14416 whole entry, looked up): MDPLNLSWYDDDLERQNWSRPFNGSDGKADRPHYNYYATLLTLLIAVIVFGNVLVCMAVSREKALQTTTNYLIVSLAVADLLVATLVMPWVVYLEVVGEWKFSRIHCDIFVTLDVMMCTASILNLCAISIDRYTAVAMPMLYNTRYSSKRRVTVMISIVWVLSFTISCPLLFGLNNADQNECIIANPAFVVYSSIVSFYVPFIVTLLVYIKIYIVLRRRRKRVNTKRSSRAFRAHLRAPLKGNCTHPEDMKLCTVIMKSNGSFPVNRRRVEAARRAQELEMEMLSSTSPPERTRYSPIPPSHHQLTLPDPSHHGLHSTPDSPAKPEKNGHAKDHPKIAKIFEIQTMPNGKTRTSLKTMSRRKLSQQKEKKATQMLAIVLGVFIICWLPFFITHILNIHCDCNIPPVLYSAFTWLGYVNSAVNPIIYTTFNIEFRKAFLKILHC
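Cells plated with tetracycline inducer and held overnight at 30 C; calcium dye loaded 30–90 min at room temperature; baseline taken, compound added and read 180 s; EC20 dopamine then added and read 180 s.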
D2 agonist = activates the human D2 dopamine receptor. HEK293 T-REx D2 cells, calcium flux agonist mode. activation, % at 2 µM. 340,000 tested, 0.53% active. AID 485358;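 active = activation over 3 SD above normal in the single-dose calcium agonist read, cut at about 30% in these data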; note: 0% is about no effect
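HEK293 Trex D2 cells, tetracycline-induced, o/n 30 C 5% CO2; no-wash Ca dye, RT 30–90 min; 10-cycle baseline, 23 nl cpd added, kinetic Ca read 180 s; agonist hits = positive Ca response.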
D2 antagonist = antagonizes the human D2 dopamine receptor; HEK293 TREx D2 cells, calcium flux, dopamine EC80; inhibition, % at 10 µM; 340,000 tested, 2% active; P14416; in the data active = inhibition above about 30%; note: 0% is about no effect
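Antagonism is scored as inhibition of an EC80 dopamine-evoked calcium signal in a force-coupled, tetracycline-inducible HEK293 T-REx D2 line, with compound present 180 s before agonist.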
D1 agonist = agonists of human D1 dopamine receptor; P21728; activation, % at 2 µM; 360,000 tested, 1% active; HEK293 T-REx D1 cells, calcium flux, agonist mode; AID 504660; note: 0% is about no effect
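Inducible HEK293 T-REx D1 cells, force-coupled to calcium signalling, were plated at 4000 cells/well with tetracycline and held overnight at 30 C. After no-wash calcium dye loading, compound-evoked calcium rise over 180 s flagged agonists.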
TRHR agonist = TRH receptor (human) agonism. TRHR cells, calcium flux fluo-8, FDSS agonist mode. activation, % at 2 µM. 360,000 tested, 0.18% active. AID 493084; note: 0% is about no effect
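Read-out: compound-evoked intracellular calcium rise in TRHR cells, fluo-8 dye, kinetic FDSS fluorescence at 1 s/cycle following a 10-cycle baseline. Cells cultured overnight before dye loading (30 min–1.5 h, RT).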
* hit, by the source's call; x = no result given. Cut-off read from the data, not from the text of the source, unless noted: active = activation above about 30%; inactive = the rest.

SMILES	D1 PAM	D1 antagonist	TRHR PAM	RXFP1 antag	D2 PAM	D2 agonist	D2 antagonist	D1 agonist	TRHR agonist
O=c1[nH]c(CN2CCN(Cc3ccccc3)CC2)nc2scc(-c3ccccc3)c12	10	-6	8	4	-24	0.3	69*	7	-1.0
CCOc1ccc(NC(=S)NC(=O)/C=C/c2ccco2)cc1	-4	10	3	-15	-6	0.4	17	1	0.2
COc1cc(NC(=O)COCc2cc(-c3ccc4c(c3)OCO4)on2)c(OC)cc1Cl	0	1	3	-8	3	1.1	x	4	0.5
Cc1ccccc1N(C(=O)c1snc(C(N)=O)c1N)C(C(=O)NCC1CCCO1)c1ccc(N(C)C)cc1 (configuration not stated)	-5	-2	5	-5	25	-0.2	1	2	0.1
COc1cc(-c2nc(SCC(=O)Nc3ccc4c(c3)OCO4)c(-c3ccccc3)[nH]2)cc(OC)c1OC	-4	1	-8	-10	-10	-2.8	x	0	0.0
O=C(CC(=O)Nc1ccc(F)cc1)Nc1ccc(F)cc1	-8	-7	-6	7	-3	-0.5	7	3	0.0
CN(c1ccccc1)c1nc(N)c([N+](=O)[O-])c(NC2CCCCC2)n1	-2	17	17	-16	11	0.1	-9	1	0.4
COCC(=O)N(CCc1ccc(OC)c(OC)c1)Cc1cc2cc(C)ccc2nc1Cl	-2	9	7	-13	13	-0.2	2	4	-0.5
O=C(Nc1cccc(Cl)c1)c1cc(-c2ccc3c(c2)OCCO3)on1	0	0	-1	x	11	-1.9	x	-3	-2.7
CC1CC2=C(NC(=S)NC2c2ccc(F)cc2)/C(=C/c2ccc(F)cc2)C1 (configuration not stated)	-3	3	-5	-5	9	0.0	-5	-1	-0.2
COc1cc(/C=C/C(=O)O)cc(S(=O)(=O)N2CCCc3ccccc32)c1OC	7	9	3	6	5	1.0	-14	3	-0.5
Cc1csc(NC(=O)[C@@H]2CCCN2C(=O)c2cccs2)n1	-2	-8	3	14	4	0.9	1	5	0.2
Cn1c(=O)c2cnc(-c3ccc(C(F)(F)F)cc3)nc2n(C)c1=O	-4	8	-3	5	-15	0.1	-8	5	1.0
O=C(c1c[nH]c2ccc(F)cc2c1=O)N1CCCCCC1	2	-5	2	-9	4	0.9	29	-1	-1.3
Cc1cc(Cl)ccc1NC(=S)NCc1cccs1	-4	-4	2	9	1	-0.7	10	3	0.0
COc1ccc(CCN(C)C(=O)c2cccc(S(=O)(=O)NCc3ccccc3)c2)cc1OC	-2	-1	-1	-9	2	-0.1	3	0	-0.8
CCOC(=O)c1nc(NNC(C)=O)sc1C	-1	0	-1	-12	4	0.0	4	0	0.7
Cc1ccc2nc(-c3cccc(Cl)c3)c(Nc3ccc4c(c3)OCO4)n2c1	-1	-2	-3	x	-4	-0.4	x	4	0.0
CC1CCCN(CCCNC(=O)C2CCC(CNS(=O)(=O)c3cccc4nsnc34)CC2)C1 (configuration not stated)	1	20	0	15	-6	0.3	4	3	0.3
CSCCNC(=O)c1ccc(C(C)(C)C)cc1	-1	-12	-1	5	9	-0.6	1	3	-0.7
COc1cc(/C=N\NC(=O)c2ccccc2F)ccc1Oc1ccc([N+](=O)[O-])cn1	-4	-13	1	1	8	-0.9	7	1	0.0
CC1(C)C=C(c2ccc(C(=O)O)s2)CC(C)(C)N1	9	-7	2	x	22	-1.2	2	3	-0.3
C=CCSc1nc(C)c(CC(=C)C)c(=O)[nH]1	1	-8	-2	2	7	1.7	-1	0	0.8
O=C(C1=C(O)C(=O)N(CCOCCO)C1c1cccc([N+](=O)[O-])c1)c1cccs1 (configuration not stated)	2	6	-4	-11	0	0.3	-6	4	0.4

Some of the entries so far, field by field.
CCOC(=O)c1nc(NNC(C)=O)sc1C
- D1 PAM: -1
- D1 antagonist: 0
- TRHR PAM: -1
- RXFP1 antag: -12
- D2 PAM: 4
- D2 agonist: 0.0
- D2 antagonist: 4
- D1 agonist: 0
- TRHR agonist: 0.7

O=C(C1=C(O)C(=O)N(CCOCCO)C1c1cccc([N+](=O)[O-])c1)c1cccs1 (configuration not stated)
- D1 PAM: 2
- D1 antagonist: 6
- TRHR PAM: -4
- RXFP1 antag: -11
- D2 PAM: 0
- D2 agonist: 0.3
- D2 antagonist: -6
- D1 agonist: 4
- TRHR agonist: 0.4

Nothing new here: entries from further up.
SMILES	D1 PAM	D1 antagonist	TRHR PAM	RXFP1 antag	D2 PAM	D2 agonist	D2 antagonist	D1 agonist	TRHR agonist
Cn1c(=O)c2cnc(-c3ccc(C(F)(F)F)cc3)nc2n(C)c1=O	-4	8	-3	5	-15	0.1	-8	5	1.0
O=C(c1c[nH]c2ccc(F)cc2c1=O)N1CCCCCC1	2	-5	2	-9	4	0.9	29	-1	-1.3
Cc1cc(Cl)ccc1NC(=S)NCc1cccs1	-4	-4	2	9	1	-0.7	10	3	0.0
COc1ccc(CCN(C)C(=O)c2cccc(S(=O)(=O)NCc3ccccc3)c2)cc1OC	-2	-1	-1	-9	2	-0.1	3	0	-0.8

Continuation.
SMILES	D1 PAM	D1 antagonist	TRHR PAM	RXFP1 antag	D2 PAM	D2 agonist	D2 antagonist	D1 agonist	TRHR agonist
CCCC1C(=O)Nc2ccccc2N1C(=O)c1cccc(C)c1 (configuration not stated)	-4	1	-4	-2	-8	0.4	15	-1	-0.8
CCN(CC)S(=O)(=O)c1ccc(Cl)c(C(=O)Nc2cc(C)nn2-c2ccccc2C(F)(F)F)c1	-4	10	-3	x	-1	-0.4	-7	1	-0.1
O=C(CCc1nc2ccccc2c(=O)[nH]1)Nc1nnc(SCc2ccccc2)s1	-2	5	1	-4	x	x	x	5	0.5
CC12CC(NC(=O)N1Cc1ccccc1)c1ccccc1O2 (configuration not stated)	1	16	13	13	6	-0.2	-2	2	-0.7
COc1ccc(NC(=O)c2ccco2)cc1NC(=O)c1ccccc1	0	-16	1	-14	-6	-0.2	0	1	0.0
Cn1cnc(S(=O)(=O)N2CCN(C(c3ccccc3)c3ccccc3)CC2)c1	0	2	1	29	8	0.7	-8	5	-0.3
Cc1nc(N2CCN(C(c3ccccc3)c3ccccc3)CC2)[nH]c(=O)c1C	3	-11	-1	-2	2	-0.5	-1	1	-0.4
Cc1c(NC(=O)C(C)Sc2n[nH]c(N)n2)c(=O)n(-c2ccccc2)n1C (configuration not stated)	-2	8	-6	-17	19	1.3	-4	1	-0.8
Cc1ccccc1C[C@H](C(=O)O)N1C(=O)c2ccc(C(=O)O)cc2C1=O	-9	23	-6	x	x	x	x	2	0.3
CN(C)c1ccc(NC(=O)Cn2cc(S(=O)(=O)Cc3cccc(Cl)c3)c3ccccc32)cc1	2	-13	7	-8	-14	0.8	x	-2	-0.1
O=C(Nc1ccccc1C(=O)NC1CCCC1)NC1CCCC1	2	9	-1	10	10	0.5	6	-1	-0.3
Cc1sc2ncnc(SCC(=O)NC(C)(C)C)c2c1C	1	1	2	-3	20	-0.2	2	1	-0.7
O=C(NCc1ccco1)/C(=C/c1ccccc1F)NC(=O)c1ccccc1	-6	9	-17	-18	-6	0.4	-3	3	0.4
Cc1ccc(/C=N/Nc2cc(C)nc(N3CCOCC3)n2)cc1	-3	-9	2	-10	-6	-0.7	-8	1	-0.4
Cc1cc(C)nc(-n2nc(C)c3c(C(=O)O)cc(-c4cccc(Br)c4)nc32)n1	-3	4	11	7	4	0.8	-8	5	0.3
O=C(N1CCOCCOc2ccccc2OCCOCC1)C(F)(F)F	1	10	-6	-4	-2	1.9	2	2	-0.6
COc1cc2[nH]c(=O)n(Cc3ccc(C(=O)NCCCN4CCC(C)CC4)cc3)c(=O)c2cc1OC	6	-3	7	6	-9	1.3	-6	1	0.1
COc1ccc(N2CCN(Cc3nc4c(c(=O)[nH]c(=O)n4C)n3Cc3ccccc3F)CC2)cc1	2	2	2	18	6	-0.9	x	-1	-1.3
COc1ccc(C(C)=O)cc1CN1CCCCC1	0	9	-5	-10	-2	0.3	-15	1	-0.4
O=C(CSc1nc2nc3c(cc2c(=O)n1-c1ccccc1)CCCC3)Nc1cccc2ccccc12	-7	19	1	-10	-3	0.3	11	5	0.9
CCc1cc(C(=O)N2CCCC(Nc3ccc(F)c(F)c3)C2)n(C)n1 (configuration not stated)	-1	-7	12	1	-3	0.4	-2	4	0.1
O=C(c1cnn2c1NC(c1ccc(Br)cc1)CC2C(F)(F)F)N1CCN(C23CC4CC(CC(C4)C2)C3)CC1 (configuration not stated)	1	3	7	-4	0	0.2	-19	0	-0.2
Cc1cccc(NC(=O)CSc2nc3c(sc4ccccc43)c(=O)n2CCCC(=O)NC2CCCC2)c1	8	-10	-3	10	9	x	x	4	0.1
Cn1cccc1Cc1nnc(SCC(=O)Nc2ccc(F)cc2F)n1-c1ccc(F)cc1	-2	-22	-1	x	-8	-1.1	-11	1	0.0
Cc1ccc(O)c(NC(=O)c2ccccc2-c2ccccc2C(=O)O)c1	5	0	43*	12	-1	-0.1	8	5	0.4
COC(=O)c1ccc(CSc2nc3ccccc3c(=O)n2-c2ccccc2)o1	-3	x	-1	-7	-1	0.7	1	0	0.1
Cc1ccc(NS(=O)(=O)c2cc(Br)cnc2N)cc1C	-4	-11	5	-27	6	0.1	-27	1	-0.3
CCCN(CCC)c1ccc(C2N=C(N)Nc3nc4ccccc4n32)cc1 (configuration not stated)	-6	-5	20	0	21	0.0	x	0	-1.0
CC(C)CC(NS(=O)(=O)c1ccc2[nH]c(=O)c(=O)[nH]c2c1)C(=O)O (configuration not stated)	13	8	-3	-4	-2	-0.3	-22	0	0.4
O=C(O)C(Cc1ccccc1)N=Cc1c(O)c2ccccc2oc1=O (configuration not stated)	-6	-1	4	-13	4	-0.3	18	4	0.3
Cc1cccc(N(C(=O)Cc2cccs2)C(C(=O)NC2CCCC2)c2ccsc2)c1 (configuration not stated)	-3	-4	-8	-9	-2	1.2	-2	23	4.3
O=C(NCc1ccccc1)C1=C[C@H](c2coc3ccccc3c2=O)C[C@H](OCc2ccc(CO)cc2)O1	1	6	5	x	1	0.1	-1	4	0.6
Cn1ncc2c(NNC(=O)c3ccc(Cl)cc3Cl)ncnc21	-2	2	-8	16	9	1.4	1	1	-0.4
Cn1c(CNC(=O)CNS(=O)(=O)c2ccc(Cl)cc2)cc(=O)n(C)c1=O	-5	-19	-1	-2	-5	-0.2	-16	4	0.0
O=C(COc1ccccc1)NCC(c1ccco1)N1CCN(c2ccccc2F)CC1 (configuration not stated)	-7	-4	-2	-22	-5	34*	0	3	-0.2
CC(C)C(=O)Nc1cccc(NC(=O)CCN2C(=O)c3ccccc3S2(=O)=O)c1	-2	-1	2	-5	-3	-0.2	-11	1	0.1
CCC(=O)c1ccc(OCC(O)CNC(C)c2ccccc2)cc1 (configuration not stated)	4	5	0	-2	5	2.3	4	7	1.1
CCOC(=O)c1ccc(NC(=S)NCCCN2CCCCC2)cc1	-2	18	3	5	x	x	x	9	1.0
COc1ccc(OC)c(NC(=O)c2ccc3c(c2)C(=O)N(c2ccc(OC(C)=O)cc2)C3=O)c1	1	-20	-2	6	2	1.0	-11	27	1.0
COCCCNc1nc2c(c(=O)[nH]c(=O)n2C)n1CC(O)COc1ccccc1C (configuration not stated)	-2	9	10	x	-5	-0.5	-18	0	-0.4

Bioassay records: PubChem, National Center for Advancing Translational Sciences (NCATS)

This is a random part of the collection. About 7.1% of those tested had a hit in this group.
